FBPA Giardia inh: qHTS Assay for Inhibitors of Fructose-1,6-bisphosphate Aldolase from Giardia Lamblia | AID 2451, 2010 | purified Giardia FBPA | actives 0.71% (n = 290,000) | Potency, µM (highest dose often 59.6 µM), for the others: at the highest dose activity, negative = inhibition, actives largely listed as inhibitors | A8B2U2; note: potency is the fitted concentration of half-maximal effect; nearly all actives have a fitted effect of over 55% in size
Target sequence (A8B2U2 whole entry, looked up): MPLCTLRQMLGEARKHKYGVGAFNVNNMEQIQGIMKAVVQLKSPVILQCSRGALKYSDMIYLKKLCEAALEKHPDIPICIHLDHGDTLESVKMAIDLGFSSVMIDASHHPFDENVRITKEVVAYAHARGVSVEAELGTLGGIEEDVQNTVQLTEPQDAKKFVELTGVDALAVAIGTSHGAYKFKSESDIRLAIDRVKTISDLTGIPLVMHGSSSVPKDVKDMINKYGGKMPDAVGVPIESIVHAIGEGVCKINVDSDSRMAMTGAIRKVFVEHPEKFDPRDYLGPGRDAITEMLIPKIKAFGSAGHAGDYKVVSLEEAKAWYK
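Giardia FBPA (40 nM reagent) was preincubated 10 min at RT with compound (up to 57.5 uM final), then substrate plus GAPDH/TPI/NAD/arsenate coupling system with diaphorase/resazurin was added; resorufin fluorescence (525/598 nm) was read after 20 min.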
HCV inh: qHTS Assay for Inhibitors of Hepatitis C Virus (HCV). Huh7.5.1 HCVcc-Cre infection, luciferase reporter, 44 h. Potency, µM (doses to about 41.8 µM), for the others: at the top dose activity change, negative = inhibition, hits mostly inhibitors. actives 3.4% (n = 340,000). AID 651820, 2012; note: potency is the fitted concentration of half-maximal effect
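Cells seeded at 1,000/well and cultured 4 h, then compounds added followed by HCVcc-Cre virus (~0.5 moi). After 44 h further culture, luciferase substrate was added, plates held 15 min at room temperature, and luminescence read for 15 sec.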
HCMV antiviral: qHTS Assay for inhibitors of the human cytomegalovirus (HCMV); HFF cells, HCMV-luciferase reporter, 72 h; active compounds read low; activity change, negative = inhibition, % at 57.5 µM; actives 4.5% (n = 410,000); in the data active = activity change below about -60%; inconclusive = no clear call, values can overlap the other calls; inactive = above about -39%
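Two-dose cell screen: HFF monolayers treated with compounds and infected with luciferase-expressing HCMV at 1 PFU/cell, 72 h at 37C, then lysed for luciferase measurement.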
AMA1 RON2 block: qHTS for Inhibitors of AMA1-RON; Towards Development of Antimalarial Drug Lead: Primary Screen | AlphaScreen AMA1-biotinylated RON2 peptide binding | Potency, µM (top dose mostly 58.2 µM), for the others: at the top dose activity change, negative = inhibition, most hits filed as inhibitors | actives 0.2% (n = 360,000);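 note: potency is the fitted concentration of half-maximal effect; 0% = vehicle wells and -100% = peptide control; nearly all actives have a fitted effect of over 45% in size; some results filed as inactive show a strong effect at the top dose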
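AMA1 (3D7) with his tag at 25 nM final met compounds first, then biotinylated RON2 peptide at 25 nM; detection used donor plus acceptor beads, 10 µg/mL apiece, read by AlphaScreen after 30 min at room temperature.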
AmpC inh detg: qHTS Inhibitors of AmpC Beta-Lactamase (assay with detergent). AmpC hydrolysis of nitrocefin, absorbance 480 nm, 0.01% Triton. Potency, µM (top dose mostly 114 µM), without a hit: at the top dose activity change, negative = inhibition, usual class: inhibitors. actives 0.041% (n = 370,000). AID 485294, 2010;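 note: potency is the fitted concentration of half-maximal effect; 0% = no-compound wells and -100% = no-enzyme wells; nearly all actives have a fitted effect of over 25% in size; some results filed as inactive show a strong effect at the top dose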
Target sequence (P00811 whole entry, looked up): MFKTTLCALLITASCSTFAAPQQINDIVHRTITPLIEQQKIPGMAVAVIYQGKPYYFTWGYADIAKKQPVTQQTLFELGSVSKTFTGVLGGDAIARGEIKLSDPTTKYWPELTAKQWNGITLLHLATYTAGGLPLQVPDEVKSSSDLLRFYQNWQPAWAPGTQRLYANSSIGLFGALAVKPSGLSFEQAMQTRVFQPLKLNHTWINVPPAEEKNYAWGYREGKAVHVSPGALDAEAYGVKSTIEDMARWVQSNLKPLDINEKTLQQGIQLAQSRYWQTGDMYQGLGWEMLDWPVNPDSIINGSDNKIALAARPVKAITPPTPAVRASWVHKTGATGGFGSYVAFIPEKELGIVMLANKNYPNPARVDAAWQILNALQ
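20 mM phosphate pH 7.0 + 0.01% (detergent screen) or 0.0001% Triton X-100; 5.3 nM AmpC reagent; cpd preinc 15 min RT; nitrocefin (800 uM stock) to start; A480 q20 s × 4 min; Activity was normalised to no-enzyme and no-compound control wells.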
Sm TGR inh: qHTS Assay for the Inhibitors of Schistosoma Mansoni Peroxiredoxins; Schistosoma mansoni thioredoxin glutathione reductase (TGR), Q962Y6; purified TGR, DTNB reduction, TNB absorbance 405 nm; Potency, µM (highest dose often 114 µM), inactives show top-dose activity change, negative = inhibition, usual class: inhibitors; actives 3% (n = 360,000); note: potency is the fitted concentration of half-maximal effect; nearly all actives have a fitted effect of over 60% in size
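TGR 20 nM + NADPH 100 uM (dispensed conc.), cpd preinc 15 min RT; start with NADPH (500 uM addition) then DTNB (15 mM addition). Kinetic TNB absorbance, 405 nm filter. Four-parameter Hill fit across titration.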
An asterisk follows results filed as active; ? = inconclusive; . = no result given; & = joins results of further samples; [ ] = another dose, or the depositor's remark. Unless noted, calls come from the whole dose curve; as a rule, active = well fitted curve in the direction sought with a large enough effect; inconclusive = small, poorly fitted or top-dose-only effect, or another doubt; inactive = no such curve, though single readings can be large; an effect the other way counts as inactive or inconclusive. Unless noted, % is set by controls: 0 for no effect and ±100 for the full control effect. Compounds as they come. Share with any hit: about 9.3%.

SMILES	FBPA Giardia inh	HCV inh	HCMV antiviral	AMA1 RON2 block	AmpC inh detg	Sm TGR inh
O=C(Nc1ccc(S(=O)(=O)NC2=NCCCCC2)cc1)c1ccc(Cl)c([N+](=O)[O-])c1	.	?	?	-12%	.	.
Cc1ccc(CNC(=O)CCC(=O)c2cccs2)cc1	6%	4%	6	-9%	4%	-7%
CC1C2CC(CC1(C)C)N(C(=O)Nc1ccc3nccnc3c1)C2 (stereo not given)	3%	-26%	12	-1%	-16%	-1%
COc1ccc(C(=O)NCc2ccc3c(c2)OCO3)cc1S(=O)(=O)N(C)Cc1ccccc1	0%	?	-5	-6%	-12%	5%
Cc1c(NC(=O)C2CCCCC2)cc(C(=O)N2CCOCC2)cc1[N+](=O)[O-]	5%	1%	?	0%	3%	7%
CC(/C=C1\N=C(SCc2ccccc2)SC1=O)=C\c1ccccc1	0%	13%	14	-2%	-10%	-9%
Clc1ccc(-c2cc(-c3ccccn3)on2)c(Cl)c1	1%	-1%	26	6%	3%	-5%
COc1cc(CN2CCCC(CCC(=O)NCc3ccc(C)o3)C2)cc2c1OCO2 (stereo not given)	0%	4%	4	-12%	3%	?
OC(COc1cc(Cl)c(Cl)cc1Cl)CN1CCN(c2ncccn2)CC1 (stereo not given)	-1%	?	3	-17%	18%	4%
O=C(NCc1cccs1)C1CCN(S(=O)(=O)c2ccc(Br)s2)CC1	4%	-24%	5	8%	?	-3%
CC(C)(C)c1ccc(C(=O)N2CCCCC2CCN2CCCCC2)cc1 (stereo not given)	.	.	?	.	21%	0%
COc1cccc(-c2nc(SCc3ccc(C)cc3)n3[nH]c(=O)cc3n2)c1	.	.	-4	.	12%	15%
O=C(CC(c1ccccc1)c1cc(Br)ccc1O)NCCCN1CCOCC1 (stereo not given)	2%	1%	-4	3%	-12%	?
COc1ccc(CNC(=O)CC2C[C@H](C(=O)N3CCCCC3)[C@@]3(C)c4[nH]c5ccccc5c4CCN3C2=O)cc1OC (stereo not given in full)	.	11%	-12	0%	.	.
COc1ccc(COc2ccc3ccc(=O)oc3c2)cc1	-5%	0%	90	12%	-4%	5%
CCOC(=O)N1CCN(c2c(NCC3CCCO3)c(=O)c2=O)CC1 (stereo not given)	5%	2%	?	10%	0%	1%
COc1cc(CNS(=O)(=O)c2ccc3c(c2)CC(C)N3C(=O)C2CCC2)cc(OC)c1OC (stereo not given)	-3%	10µM*	-31	-4%	-1%	-3%
CCn1cc(/C=N\NC(=O)c2c[nH]c3ccccc23)c(C)n1	-1%	18%	-3	-7%	1%	-6%
CC(C)NC(=O)Cn1c(=O)nc(-c2ccccc2)c2ccccc21	.	.	49	.	0%	4%
CC(C)(C)OC(=O)N1CCCC1C(=O)NC(Cc1ccccc1)C(=O)O (stereo not given)	9%	2%	-14	-4%	3%	2%
CC(=O)Nc1nc(C)c(CCC2OCCO2)c(=O)[nH]1	3%	?	15	-3%	-12%	-1%
Cc1ccc(C)c(C(=O)CSc2nnc(C)s2)c1	-5%	-9%	-16	5%	1%	.
CC1CCC(NC(=O)c2ccc(/C=C3\Oc4ccccc4N(C)C3=O)cc2)CC1 (stereo not given)	4%	10%	.	.	?	2%
COc1ccc2c(c1OC)C(=O)OC2	5%	11%	0	2%	-4%	1%
O=C(CSc1ccc(-c2ccco2)nn1)NCc1ccc(F)cc1	4%	9%	-5	-3%	-4%	35µM*
CCOC(=O)C1CCC(CN(Cc2ccc(OC)cc2)S(=O)(=O)c2ccc(F)c(C(=O)Nc3cc(C)ccc3C)c2)CC1 (stereo not given)	.	.	-8	.	0%	11%
O=C(N/N=C\c1ccc(F)cc1)c1ccc(F)cc1	-1%	17%	5	-1%	0%	-1%
CCc1c(C(=O)Nc2ccccc2C(N)=O)csc1C	.	-7%	66	0%	0%	0%
O=C(CN1C(=O)c2ccccc2S1(=O)=O)Nc1ncc([N+](=O)[O-])s1	.	5%	-26	30%	-18%	-10%
CC(C)n1c2ccccc2c2nnc(SCC(=O)OCN3C(=O)c4ccccc4C3=O)nc21	7%	10%	24	0%	?	0%

A draw from above in order of length of the SMILES, ascending.
SMILES	FBPA Giardia inh	HCV inh	HCMV antiviral	AMA1 RON2 block	AmpC inh detg	Sm TGR inh
CCc1c(C(=O)Nc2ccccc2C(N)=O)csc1C	.	-7%	66	0%	0%	0%
O=C(N/N=C\c1ccc(F)cc1)c1ccc(F)cc1	-1%	17%	5	-1%	0%	-1%
CC(=O)Nc1nc(C)c(CCC2OCCO2)c(=O)[nH]1	3%	?	15	-3%	-12%	-1%
O=C(CSc1ccc(-c2ccco2)nn1)NCc1ccc(F)cc1	4%	9%	-5	-3%	-4%	35µM*
CCn1cc(/C=N\NC(=O)c2c[nH]c3ccccc23)c(C)n1	-1%	18%	-3	-7%	1%	-6%
CC(C)(C)OC(=O)N1CCCC1C(=O)NC(Cc1ccccc1)C(=O)O (stereo not given)	9%	2%	-14	-4%	3%	2%
CC1CCC(NC(=O)c2ccc(/C=C3\Oc4ccccc4N(C)C3=O)cc2)CC1 (stereo not given)	4%	10%	.	.	?	2%
O=C(CN1C(=O)c2ccccc2S1(=O)=O)Nc1ncc([N+](=O)[O-])s1	.	5%	-26	30%	-18%	-10%
CC(C)n1c2ccccc2c2nnc(SCC(=O)OCN3C(=O)c4ccccc4C3=O)nc21	7%	10%	24	0%	?	0%
COc1cc(CNS(=O)(=O)c2ccc3c(c2)CC(C)N3C(=O)C2CCC2)cc(OC)c1OC (stereo not given)	-3%	10µM*	-31	-4%	-1%	-3%
CCOC(=O)C1CCC(CN(Cc2ccc(OC)cc2)S(=O)(=O)c2ccc(F)c(C(=O)Nc3cc(C)ccc3C)c2)CC1 (stereo not given)	.	.	-8	.	0%	11%

Back to the main list with the two entries that preceded the break.
SMILES	FBPA Giardia inh	HCV inh	HCMV antiviral	AMA1 RON2 block	AmpC inh detg	Sm TGR inh
O=C(CN1C(=O)c2ccccc2S1(=O)=O)Nc1ncc([N+](=O)[O-])s1	.	5%	-26	30%	-18%	-10%
CC(C)n1c2ccccc2c2nnc(SCC(=O)OCN3C(=O)c4ccccc4C3=O)nc21	7%	10%	24	0%	?	0%
O=C(Oc1ccc(Cl)cc1)c1ccc2nccnc2c1	-4%	6%	26	10%	-1%	-7%
O=C(Nc1ccc(N2CCCC2)cc1)c1ccc(Br)o1	-19%	-29%	106	-10%	-9%	0%
CCC1=Nc2cc(C(=O)NCCCN3CCOCC3)ccc2Sc2ccccc21	-7%	?	?	-8%	0%	-2%
O=C(COC(=O)/C=C/c1cccc(C(F)(F)F)c1)NC1CCCCCC1	.	6%	0	-3%	3%	-2%
CC1CCC(NC(=O)CCS(=O)(=O)c2ccc3c(c2)NC(=O)CO3)CC1 (stereo not given)	0%	15%	-23	-10%	-13%	-2%
O=C(/C=C/Nc1ccccc1)C(F)(F)F	2%	7%	-80*	22%	?	-4%
CCC(C)c1ccc(OCC(=O)Nc2ccc3[nH]c(=O)[nH]c3c2)cc1 (stereo not given)	2%	-1%	-23	-3%	-13%	3%
O=C(CCNC(=O)c1ccc([N+](=O)[O-])cc1)NNC(=O)c1ccncc1	.	15%	4	9%	0%	-14%
COc1ccc(N2C(=O)CC(SCc3ccc(Cl)cc3)C2=O)cc1 (stereo not given)	-2%	8%	-38	24%	1%	-20%
Cc1c(C)c2c(OCC(=O)N[C@@H](Cc3ccccc3)C(=O)O)cc3c(c2oc1=O)CCC(C)(C)O3	0%	0%	-15	0%	?	8%
NC(=O)c1nnn(-c2cccc(C(F)(F)F)c2)c1-c1ccccc1	-1%	6%	-11	3%	-9%	11%
CC1(C)CC(=O)c2c(oc3cc(O)c(O)cc23)C1	3.2µM*	-24%	42	1.6µM*	-7%	?
O=C(c1n[nH]c(=O)c2ccccc12)N1CCN(Cc2ccc3c(c2)OCO3)CC1	0%	-12%	-35	-25%	?	3%
Cc1ccccc1CN(c1ccc(C(=O)N2CCCC2)cc1)S(C)(=O)=O	17%	7%	25	12%	3%	-3%
CC(CC(=O)N1CCN(c2ccccc2)CC1)S(=O)(=O)c1ccc2c(c1)NC(=O)CS2 (stereo not given)	3%	?	-38	-3%	4%	-13%
O=S(=O)(Nc1ccccc1Cl)c1cc(NC(=S)NCCN2CCOCC2)ccc1Cl	-7%	?	2	-2%	-1%	-7%
COc1cc(S(=O)(=O)N2CCN(C)CC2)ccc1Cl	1%	38%[activator]	-18	-10%	-12%	-1%
Cc1cc2nc(-c3ccc(OCc4ccccc4Cl)cc3)cc(C(F)(F)F)n2n1	.	.	5	.	15%	-23%
Cn1c(=O)c(S(=O)(=O)C(C)(C)C)c(O)c2ccccc21	-2%	20%	-13	11%	0%	4%
Cc1ccc(CONC(=O)c2ccc(C)cc2)cc1	.	-9%	7	-12%	-14%	2%
O=C(Nc1ccc(N2CCCC2)cc1)c1ccc(Br)cc1	-1%	-18%	104	-13%	?	-12%
O=C(NCc1ccccc1Cl)C1CCCN(C(=O)Nc2ccc(F)cc2)C1 (stereo not given)	8%	-28%	-30	5%	-10%	-1%
COC(=O)Nc1c(C)nn(Cc2ccccc2C)c1C	1%	14%	25	5%	?	-4%
COc1ccc(CN(CCC(C)C)S(=O)(=O)c2ccccc2Br)c(OC)c1	.	?	-20	-1%	.	.
Cc1cc(OCCN2CCN(S(=O)(=O)c3ccccc3F)CC2)ccc1C(C)C	.	-14%	-16	-4%	9%	-6%
CCC(=O)c1ccc(OC)c(OC)c1	7%	22%	24	4%	?	-24%
COc1ccc(C(=O)Nn2c(SCC(=O)c3ccc(Cl)cc3)nc3ccccc3c2=O)cc1	6%	-6%	-17	-12%	-2%	18%
C#CCOCCOCCOCCNc1nc(N2CCN(C(=O)Cn3cc(CCCN=C(N)N)nn3)CC2)nc(N2CCN(C(=O)Cn3cc(CCCN=C(N)N)nn3)CC2)n1	?	-4%[8.37 µM]	.	.	?	-27%
CC(c1ccccc1)N(C)CC(=O)NC(=O)NCCC1=CCCCC1 (stereo not given)	.	-1%	0	2%	0%	-3%
CCOc1cc(N2CCOCC2)c(OCC)cc1NC(=O)CN1CCN(Cc2ccc3c(c2)OCO3)CC1	-2%	23%	24	5%	-4%	-2%
N#Cc1c(NC(=O)Cn2cnc3ccccc3c2=O)oc(-c2ccccc2)c1-c1ccccc1	21%	17%&7%	39	-20%	?	40%[activator]
CC(C(=O)NC1CCCC1)N(C(=O)CS(=O)CC(=O)Nc1ccc(F)cc1)c1ccc2c(c1)OCCO2 (stereo not given)	-2%	-8%	-20	0%	?	-12%

Bioassay records as filed in PubChem BioAssay.
